Screens as filed in PubChem.
BAP1 inh – blocks human BAP1 ubiquitin-AMC hydrolysis. recombinant BAP1, Ub-AMC hydrolysis fluorescence kinetic; hits give low values. activity remaining (% of control), % at 20 µM. actives 0.48% (n = 72,000);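 active means activity remaining at or below 50% of control, provided the compound also passes the data quality filters; inactive means the rest, including low values that fail the filters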;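 further: 100% = DMSO wells rate and 0% = substrate alone blank rate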
Target sequence (Q92560 whole entry, looked up): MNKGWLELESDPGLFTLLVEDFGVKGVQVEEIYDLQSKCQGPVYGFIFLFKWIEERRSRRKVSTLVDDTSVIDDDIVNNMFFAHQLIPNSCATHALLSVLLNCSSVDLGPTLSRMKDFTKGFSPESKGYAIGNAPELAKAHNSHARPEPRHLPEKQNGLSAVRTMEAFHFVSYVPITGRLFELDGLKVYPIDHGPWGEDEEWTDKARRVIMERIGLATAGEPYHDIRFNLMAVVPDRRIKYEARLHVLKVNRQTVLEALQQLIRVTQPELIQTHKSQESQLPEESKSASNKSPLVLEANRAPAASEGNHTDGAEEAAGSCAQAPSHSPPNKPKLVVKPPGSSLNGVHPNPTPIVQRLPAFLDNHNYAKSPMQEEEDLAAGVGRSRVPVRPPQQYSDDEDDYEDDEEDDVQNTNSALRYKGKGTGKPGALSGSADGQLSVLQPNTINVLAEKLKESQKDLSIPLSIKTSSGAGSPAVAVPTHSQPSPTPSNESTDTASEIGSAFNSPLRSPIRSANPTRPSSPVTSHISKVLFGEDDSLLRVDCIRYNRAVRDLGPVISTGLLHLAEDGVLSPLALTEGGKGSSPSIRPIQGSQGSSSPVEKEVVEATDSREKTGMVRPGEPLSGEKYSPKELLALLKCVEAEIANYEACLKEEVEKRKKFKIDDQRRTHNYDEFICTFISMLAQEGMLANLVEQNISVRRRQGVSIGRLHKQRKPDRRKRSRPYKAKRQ
HePTP inhibitor – human HePTP phosphatase inhibition | actives 0.64% (n = 110,000) | AID 521 | P35236 | recombinant HePTP phosphatase activity, OD absorbance | inhibition, % at 20 µM; in the data active means inhibition above about 50%;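 further: plate controls were vehicle for no effect and reference inhibitor for full effect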
Target sequence (P35236 whole entry, looked up): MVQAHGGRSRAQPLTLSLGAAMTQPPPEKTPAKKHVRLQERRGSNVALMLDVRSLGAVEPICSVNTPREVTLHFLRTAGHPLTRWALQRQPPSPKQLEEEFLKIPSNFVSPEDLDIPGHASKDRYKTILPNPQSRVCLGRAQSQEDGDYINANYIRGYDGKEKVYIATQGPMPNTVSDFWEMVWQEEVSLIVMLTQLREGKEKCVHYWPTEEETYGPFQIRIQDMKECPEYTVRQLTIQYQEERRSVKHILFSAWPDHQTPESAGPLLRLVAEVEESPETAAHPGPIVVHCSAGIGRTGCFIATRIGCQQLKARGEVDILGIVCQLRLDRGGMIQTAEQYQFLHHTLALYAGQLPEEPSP
Active calls of the source: *; nt = no result given; & = joins results of further samples.

1) CC1(C)CC(=O)C(C=Nc2ccc3c(c2)OCO3)=C(O)C1
2) CC(C)C(=O)Nc1cccc(C(=O)NCCc2ccc(S(N)(=O)=O)cc2)c1
3) COc1cccc(C(=O)NCC2CCCO2)c1 (stereo not drawn)
4) CCCNc1nc(OCC(F)(F)F)nc(OCC(F)(F)F)n1
5) CCOC(=O)c1ccc(NC(=O)CN(C)S(=O)(=O)c2ccc(OC)cc2)cc1
6) Cc1ccccc1N(CC(=O)NC1CCCC1)C(=O)CS(=O)CC(=O)Nc1ccc2c(c1)OCO2 (stereo not drawn)
7) CCCn1c(SCC(=O)N2CCN(c3ccc(OC)cc3)CC2)nc2c1c(=O)n(C)c(=O)n2C
8) COc1ccc2[nH]c(=O)c(CN(C)C(=O)c3ccncc3)cc2c1

Assay by compound	1	2	3	4	5	6	7	8
BAP1 inh	77	68	88	nt	96	99	103	nt
HePTP inhibitor	-2	12	-3&-19	-5	5	-4	2	7

9) O=C(O)CCNC(=O)c1ccc(Br)o1
10) Cn1c(O)c(N=NC(=O)COc2ccc3ccccc3c2)c2cc(Br)ccc21
11) O=C(COc1ccc(Br)cc1)NC12CC3CC(CC(C3)C1)C2
12) CCCC(c1nnnn1Cc1ccc(OC)cc1)N1CCN(c2ccccc2OC)CC1 (stereo not drawn)
13) COc1ccc(Br)cc1CN1CCN(S(C)(=O)=O)CC1
14) CN(C)/C=N/c1c(C#N)nnn1Cc1ccccc1
15) COc1ccc(-n2c(=O)[nH]cc(C(=O)Nc3ccc(NC(C)=O)cc3)c2=O)cc1
16) O=C(CN1C(=O)c2ccccc2C1=O)Nc1nc(-c2ccncc2)cs1

Assay by compound	9	10	11	12	13	14	15	16
BAP1 inh	104	nt	nt	95	nt	105	92	185
HePTP inhibitor	7	5	-8	4	2	4	14	nt

17) Cc1cccc2c1N(C(=O)c1ccco1)C(C)(C)c1ssc(=S)c1-2
18) O=C(COc1ccc(-n2cnnn2)cc1)NCCc1ccc(F)cc1
19) Cc1nc2ccc3[nH]snc3c2n1
20) O=C(CCn1nc(-c2ccccc2)ccc1=O)NCCCN1CCCCCC1
21) O=C(OCC1CCCN2CCCCC12)c1ccc2c(c1)OCO2 (stereo not drawn)
22) COC(=O)c1sc(NC(=O)COc2ccc3ccccc3c2)c(C(N)=O)c1C
23) CN1CCN(C(=O)c2c(O)c3cccc4c3n(c2=O)CC4)CC1
24) COc1ccccc1CN1C(=O)CCC1(C)C(=O)NCc1cccnc1 (stereo not drawn)

Assay by compound	17	18	19	20	21	22	23	24
BAP1 inh	nt	111	86	114	102	nt	95	92
HePTP inhibitor	-17	5	-3	-1	6	17	2	-2

25) Cc1nc2cc(NC(=O)c3cccc([N+](=O)[O-])c3)ccc2s1
26) CCn1c(SCc2nc(-c3ccc(OC)c(OC)c3)no2)nnc1-c1cccs1
27) Cc1ccc(OCCn2ccnc2)cc1
28) COC(=O)c1cc2cc(Br)ccc2oc1=O
29) O=C(Nc1ccc(F)cc1)C1CC1(c1ccccc1)c1ccccc1 (stereo not drawn)
30) O=C(CN(Cc1ccco1)C(=O)CNS(=O)(=O)c1ccc(F)cc1)NCCc1ccccc1
31) COc1ccc(C2CC(C(F)(F)F)n3ncc(C(=O)Nc4ccccc4SC)c3N2)cc1 (stereo not drawn)
32) CN(C)c1ccc(NS(=O)(=O)c2ccc(N3C(=O)c4ccccc4C3=O)cc2)cc1

Assay by compound	25	26	27	28	29	30	31	32
BAP1 inh	70	126	nt	64	nt	91	nt	nt
HePTP inhibitor	nt	-6	-3	nt	-5	-8	-8	4

33) Cc1cccc(C(=O)Nc2sc3c(c2C(=O)NCc2ccco2)CCC(C)C3)c1 (stereo not drawn)
34) O=C(CCCN1C(=O)/C(=C\c2cccs2)SC1=S)Nc1ccc(F)c(Cl)c1
35) O=C(Nc1ccc(I)cc1Cl)c1ccc2ccccc2c1
36) CCCOc1ccc(/C(O)=C2/C(=O)C(=O)N(CCOC)C2c2cccnc2)cc1 (stereo not drawn)
37) O=C1C2C3C=CC(C2C(=O)N1c1ccccc1)C1C(=O)N(c2ccccc2)C(=O)C31 (stereo not drawn)
38) CC1(CC(=O)N/N=C/c2cc(Br)c(O)cc2O)OCCO1
39) C=CCN(Cc1cc(OC)ccc1OC)S(=O)(=O)N(C)C
40) COc1ccc(NC(=O)C(=O)NCCN2CCN(C(=O)c3ccccc3Cl)CC2)cc1

Assay by compound	33	34	35	36	37	38	39	40
BAP1 inh	nt	nt	nt	90	nt	nt	102	nt
HePTP inhibitor	-8	6	8	4	10	-10	6	-1

41) COc1cc2[nH]c(=O)n(CCCCCC(=O)NCCCN3CCC(C)CC3)c(=O)c2cc1OC
42) COCCNC(=O)Cc1cn(C)c2ccccc12
43) O=C(N=Nc1c(O)[nH]c2ccccc12)c1ccccn1
44) COc1ccccc1C(=O)NCC(=O)O
45) O=C(CN1C(=O)CCS(=O)(=O)c2ccccc21)Nc1cccc(F)c1
46) CCOC1(c2ccccc2)c2ccccc2Oc2ccccc21
47) Cc1ccc(CC2CC(=O)N(c3ccc(F)cc3)C2=O)cc1 (stereo not drawn)
48) Cc1c(NC(=O)c2ccc(=O)oc2)c(=O)n(-c2ccccc2)n1C

Assay by compound	41	42	43	44	45	46	47	48
BAP1 inh	nt	112	nt	nt	104	nt	nt	139
HePTP inhibitor	3	-4	6	-1	6	-4	-15	10

49) C=CCNC(=O)C1(c2ccccc2)CC1(Cl)Cl (stereo not drawn)
50) Cc1noc(C)c1C(=O)NCCCc1ccccc1
51) CC(C)OC(=O)CSc1nc2cccnc2n1C1CCCCC1
52) CC(=O)Nc1c(O)nc(SCC(=O)N2CCN(c3ccc(F)cc3)CC2)[nH]c1=O
53) O=C(NCc1ccco1)N1CCCCC1
54) CCOC(=O)c1ccc(-n2c(-c3ccco3)nc3ccccc3c2=O)cc1
55) Cn1c(=O)c(C(=O)Nc2ccccc2O)c(O)c2ccccc21
56) COc1ccc(NC(=O)c2oc3ccccc3c2NC(=O)COc2ccccc2OC)c(OC)c1

Assay by compound	49	50	51	52	53	54	55	56
BAP1 inh	nt	nt	94	106	nt	120	nt	318
HePTP inhibitor	-6	7	4	3	-5	-4&-9	4	4

57) CCOC(=O)c1sc(C)c2c1NC1(CCCCC1)NC2=O
58) CCOC(=O)c1c(C)oc2ccc(OCC(=O)c3ccc(Br)cc3)cc12
59) CC(C)Cn1c(N)c(C(=O)COC(=O)c2ccc3ccccc3n2)c(=O)n(C)c1=O
60) CCC(C)(C(=O)NC1CCCCC1)N(C(=O)c1cnccn1)c1c(C)n(C)n(-c2ccccc2)c1=O (stereo not drawn)
61) COc1ccc(OCC(=O)N/N=C/c2ccc(OC)c(Br)c2)cc1
62) O=C1CC(c2ccccc2)C(=O)N1c1cccc(O)c1 (stereo not drawn)
63) CC(C)Cc1nnc(NC(=O)CCN2C(=O)c3ccccc3C2=O)s1
64) CCCn1nnnc1NCc1cccn1C

Assay by compound	57	58	59	60	61	62	63	64
BAP1 inh	172	nt	73	94	nt	115	93	98
HePTP inhibitor	0	2	8	4	2	10	3	-3

65) CCNS(=O)(=O)c1ccc(NC(=O)c2cc(C(F)(F)F)nn2C)cc1
66) CCOC(=O)c1nnn(-c2nonc2N)c1-c1cccs1
67) C=CCOc1c(Cl)cc(C2NC(=O)NC(C)=C2C(=O)OC)cc1Cl (stereo not drawn)
68) COc1cccc(NC(=O)c2ccccc2-c2nc(-c3ccccc3)no2)c1
69) Cc1ccc(Cn2nc(C)c(NC(=O)c3cc(-c4ccc5c(c4)OCO5)on3)c2C)cc1
70) CCOC(=O)c1ccccc1NC(=O)CN(c1ccc(OC)cc1)S(=O)(=O)c1ccc(C)cc1
71) COc1ccc(OC)c(NC(=O)COc2ccc(Cl)c(C)c2)c1
72) N=c1c(C(=O)NCC2CCCO2)cc2c(=O)n3ccccc3nc2n1Cc1cccnc1 (stereo not drawn)

Assay by compound	65	66	67	68	69	70	71	72
BAP1 inh	74	99	73	77	101	nt	nt	nt
HePTP inhibitor	5	2	9	3	0	-12	8	0

The list continues:
Value order: BAP1 inh	HePTP inhibitor
#73 CCCCCCn1c(SCCC)nc2c1c(=O)[nH]c(=O)n2C
 : 87	-3
#74 CCOc1ccc(-c2nc(N)ncc2-c2ccccc2)c(O)c1
 : 88	-2
#75 Cc1nn(C(=O)c2ccncc2)c(C)c1Sc1ccc(Br)cc1
 : nt	3
#76 CCN(CC)C(=O)c1sc(NC(=O)c2ccco2)c(C#N)c1C
 : 86	12
#77 COc1ccc(OC)c2sc(NC(=O)CCS(=O)(=O)c3ccccc3)nc12
 : 95	3
#78 CS(=O)(=O)c1ccc2nc(NC(=O)c3cccs3)sc2c1
 : nt	5
#79 CCN1CCN(c2nc3c(C)cccn3c(=O)c2/C=C(\C#N)S(=O)(=O)c2ccc(C)cc2)CC1
 : 95	4
#80 C=CCSC1=NC(N)=C(C#N)C2(CCCCC2)C1C(N)=O (stereo not drawn)
 : 82	7
#81 O=C(COc1ccc(/C=N/NS(=O)(=O)c2ccccc2)cc1)Nc1ccc(F)cc1
 : nt	6
#82 Cn1c(-c2ccccc2)cc2c3no[n+]([O-])c3ccc21
 : 108	5
#83 O=S(=O)(NC1CCCC1)c1cccc(S(=O)(=O)N2CCC(n3nnc4ccccc43)CC2)c1
 : 53	8
#84 CC1CC(C)(C)NC(=O)O1 (stereo not drawn)
 : 101	-5
#85 CCN1CCN(C(c2cccc(OC)c2)c2sc3nc(C)nn3c2O)CC1 (stereo not drawn)
 : 97	8
#86 Cc1cc(NC(=O)CCN2C(=O)/C(=C/c3ccccc3)SC2=S)no1
 : nt	7
#87 COc1cc(Br)c(C2C3=C(CC(C)(C)CC3=O)OC3=C2C(=O)CC(C)(C)C3)cc1OC
 : nt	-4
#88 COc1ccc(N=C2C(=O)Nc3ccc(C)c(Br)c32)cc1
 : 269	-1
#89 O=C(Nc1ccccc1O)c1ccc2c(c1)C(=O)N(c1ccc(Cl)cc1)C2=O
 : nt	7
#90 O=C1NC(=S)N/C1=C/c1ccccn1
 : nt	-2
#91 COC(=O)c1c(NC(=O)CSc2n[nH]c(N)n2)sc(C)c1C
 : 82	-5
#92 COc1ccc(/C=C2\N=C(c3ccccc3I)OC2=O)cc1
 : nt	10
#93 Cc1ccc(CC2(O)CC(C)N(C)CC2C)c(C)c1 (stereo not drawn)
 : 98	4
#94 CCOC(=O)c1ccc(N2C(=O)C3C4C=CC(C4=C(C)C)C3C2=O)cc1 (stereo not drawn)
 : nt	3
#95 COCC(O)CS(=O)(=O)Cc1ccc(Cl)cc1 (stereo not drawn)
 : nt	2
#96 CC(C)C(NS(=O)(=O)c1cccs1)C(=O)NCc1ccc2c(c1)OCO2 (stereo not drawn)
 : 100	4
#97 CCOP(=O)(c1ccc(N(C)C)cc1)C(O)c1c(Cl)cccc1Cl (stereo not drawn)
 : 105	-8
#98 COc1ccc(/C=N\NC(=O)CNc2ccc(C)cc2)cc1Br
 : nt	4
#99 COc1cc(NC(=O)c2ccco2)c(OC)cc1NC(=O)c1cc(OC)c(OC)c(OC)c1
 : 90	2
#100 COc1ccc(S(=O)(=O)Cc2ccc(C(=O)N3CCN(C4CCCCC4)CC3)o2)cc1
 : 95	7
#101 COC(=O)c1ccc(NC(=S)NC(=O)CCN2C(=O)c3ccccc3C2=O)cc1
 : nt	1
#102 COc1ccc(Cl)cc1S(=O)(=O)N1CCCC(C(=O)NCC(N)=O)C1 (stereo not drawn)
 : 94	2
#103 Cn1c(=O)c(C(=O)Nc2ccccn2)c(O)c2ccccc21
 : 110	-15
#104 Oc1ccc(/C=N/Nc2nncc(-c3ccccc3)n2)c(O)c1
 : nt	-1
#105 Cc1onc(-c2c(F)cccc2Cl)c1C(=O)Nc1cccc2nsnc12
 : 79	6
#106 COc1ccc(S(=O)(=O)N2CCN(Cc3ccccc3Br)CC2)cc1
 : nt	6
#107 CC(=O)c1nc2cc([N+](=O)[O-])ccc2n1Cc1ccccc1
 : nt	5
#108 COc1cc(C(O)P(=O)(OC(C)C)c2ccc(N(C)C)cc2)cc(OC)c1OC (stereo not drawn)
 : 101	-14
#109 CC(C)(C)c1ccc(S(=O)(=O)N2CCCC2C(=O)N2CCOCC2)cc1 (stereo not drawn)
 : 131	nt
#110 Cc1cccc(OCC(=O)Nc2ccc3c(c2)OCCO3)c1
 : 109	1
#111 CCCOc1ccc(C(=O)NCCCn2ccnc2)cc1
 : 105	-8
#112 O=C(CN(Cc1ccc2c(c1)OCO2)C(=O)CNS(=O)(=O)c1ccccc1)NCc1ccco1
 : 89	16
#113 Cc1ccccc1-n1c(C)cc(C=O)c1C
 : nt	6
#114 CCCCCOc1ccc(CN2CCOCC2)cc1Cl
 : 97	-8
#115 c1ccc(CCc2ccccc2-c2nc(-c3ccccn3)no2)cc1
 : 114	-10
#116 COc1cc(NC(=O)Cc2ccc(Cl)cc2)cc(OC)c1
 : nt	-9
#117 COC(=O)c1[nH]c2cccc(OC)c2c1NC(=O)CN1CCOCC1
 : 88	-3
#118 O=C(c1nn2c(c1Br)NC(c1cccs1)CC2C(F)(F)F)N1CCCc2ccccc21 (stereo not drawn)
 : nt	4
#119 COc1ccc(S(=O)(=O)N2CCC(C(=O)N3CCCC3)CC2)cc1
 : 95	-2
#120 O=S(=O)(Nc1ccc(O)c(-c2c(O)ccc3ccccc23)c1)c1ccccc1
 : nt	-14
#121 O=C(c1cccnc1)N1CCN(C(=O)C(c2ccccc2)c2ccccc2)CC1
 : nt	5
#122 CCOC(=O)c1c(-c2ccccc2)nn(-c2ccccc2)c1C
 : nt	2

Following part.
Value order: BAP1 inh	HePTP inhibitor
#123 Cc1nc2ccc3nc(NC(=O)c4cccc(Br)c4)sc3c2s1
 : 88	nt
#124 O=C(CSc1ncn[nH]1)Nc1ccccc1F
 : nt	1
#125 c1ccc(C(c2nnnn2Cc2cccs2)N2CCN(C3CCCC3)CC2)cc1 (stereo not drawn)
 : 87	9
#126 N#C/C(=C\c1ccc(-c2ccc(Cl)c(C(=O)O)c2)o1)C(=O)NCC1CCCO1 (stereo not drawn)
 : nt	7
